hERG rescue: shields human hERG channel from block by proarrhythmic agents; Q12809; 0.51% of 310,000 active; AID 1511; activation (rescue from dofetilide block), less the hit threshold, % at 10 µM; CHO-hERG, FluxOR thallium flux, dofetilide IC70 present;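 active = activation above the mean of controls blocked by dofetilide plus 5 SD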;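 also: thallium influx through hERG after potassium depolarization seen as dye fluorescence rise; in these data hits start at about 4.7%; inactives centre near -7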
RGS4 inh: human RGS4 inhibition; P49798; HEK293 M3R/RGS4 inducible, Fluo-4 calcium flux; hits give high values; triggered by carbachol at its EC20; B-score at 10 µM; 0.45% of 310,000 active;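 active = B-score, a plate-corrected calcium signal, over three deviations above library mean, with baseline fluorescence within five deviations of library mean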;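 also: RGS4 expression induced by doxycycline in cells with stable M3 receptor; B-score is computed from the integrated fluorescence ratio over baseline after carbachol; higher B-score means a larger calcium signal and so more RGS4 inhibition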
Target sequence (P49798 whole entry, looked up): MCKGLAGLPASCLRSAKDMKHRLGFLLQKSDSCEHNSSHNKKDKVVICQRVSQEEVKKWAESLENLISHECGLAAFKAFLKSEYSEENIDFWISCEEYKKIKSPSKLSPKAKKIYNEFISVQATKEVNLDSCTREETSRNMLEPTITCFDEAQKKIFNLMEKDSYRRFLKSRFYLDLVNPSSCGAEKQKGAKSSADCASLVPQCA
KCNK9 block: blocks the human KCNK9 two-pore domain potassium channel; Q9NPC2; 1.2% of 310,000 active; B-score at 10 µM; AID 488922; HEK293 KCNK9, FluxOR thallium flux fluorescence; hits give low values;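 active = ratio B-score over 3 SD below the library mean, with starting fluorescence within 5 SD of its mean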;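 also: negative B-score means less thallium flux so channel inhibition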
Target sequence (Q9NPC2 whole entry, looked up, the tested form may be a part): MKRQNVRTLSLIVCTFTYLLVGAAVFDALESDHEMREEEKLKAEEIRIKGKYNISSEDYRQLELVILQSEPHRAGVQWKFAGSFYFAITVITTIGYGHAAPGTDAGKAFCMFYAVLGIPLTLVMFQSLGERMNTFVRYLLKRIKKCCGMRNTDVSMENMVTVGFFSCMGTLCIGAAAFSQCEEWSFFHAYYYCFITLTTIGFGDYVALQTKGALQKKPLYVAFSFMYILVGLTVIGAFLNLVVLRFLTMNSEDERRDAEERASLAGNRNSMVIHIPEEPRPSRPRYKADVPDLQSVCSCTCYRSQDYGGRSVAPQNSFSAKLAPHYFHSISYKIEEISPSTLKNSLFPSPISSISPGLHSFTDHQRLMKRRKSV
MrgX1 ag: human MrgX1 receptor agonism, primary screen | Q96LB2 | MrgX1-HEK293 cells, Fluo-4 calcium fluorescence, agonist mode; hits give high values | B-score at 10 µM | 0.44% of 310,000 active | AID 588627;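 active = calcium response B-score plate-corrected fluorescence ratio at least 3 library SD, with starting fluorescence B-score inside 5 SD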
Target sequence (Q96LB2 whole entry, looked up): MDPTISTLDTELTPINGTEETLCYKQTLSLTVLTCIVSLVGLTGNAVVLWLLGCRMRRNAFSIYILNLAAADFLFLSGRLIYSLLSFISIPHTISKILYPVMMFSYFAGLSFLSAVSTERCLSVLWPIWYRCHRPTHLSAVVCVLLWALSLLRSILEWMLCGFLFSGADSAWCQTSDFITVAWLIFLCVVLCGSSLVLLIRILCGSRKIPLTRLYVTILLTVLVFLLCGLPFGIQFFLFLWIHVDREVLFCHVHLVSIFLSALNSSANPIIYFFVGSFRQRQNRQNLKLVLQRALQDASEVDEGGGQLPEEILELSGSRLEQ
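System – MrgX1-expressing HEK293 cells · Incubation – cells plated overnight, dye loaded 0.5 h 37 °C, 0.5 h room temperature · Technique – kinetic Fluo-4 NW fluorescence of intracellular calcium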
MrgX1 allo act: human MrgX1 positive allosteric modulation, primary screen; Q96LB2; MrgX1-HEK293, Fluo-4 calcium flux, FDSS; hits give high values; B-score at 10 µM; 0.63% of 310,000 active;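 active = plate-corrected calcium response at least 3 library SD above typical, normal starting fluorescence, not activating the receptor alone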;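 also: compound read alongside a low EC10 to EC30 dose of BAM8-22 agonist; peak minus trough fluorescence over baseline measured at the second addition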
ANO1 activ: activators or potentiators of mouse TMEM16A chloride channel; Q8BHY3; HEK293 TMEM16A/YFP-H148Q/I152L, iodide quench fluorescence; hits give low values; B-score at 10 µM; 0.3% of 340,000 active;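 active = fluorescence-ratio B-score plate-corrected deviation score at least 3 library SD below zero, with starting fluorescence score within 5 deviations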;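 also: channel opened by trigger with iodide after compound preincubation; score built on the fluorescence ratio of max minus min over baseline; more negative score means more quench and so TMEM16A activation or potentiation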
KCNQ1 pot: potentiates or activates the human KCNQ1 potassium channel | B-score at 10 µM | 0.35% of 310,000 active | AID 2648 | CHO-K1 KCNQ1, thallium flux FluxOR fluorescence; hits give high values;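 active = fluorescence ratio B-score, a plate-corrected score, at least three library SD, with initial intensity B-score within 5 SD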
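Medium – assay buffer, equal DMSO in all wells · Material – CHO-K1 cell line with stable KCNQ1 potassium channel expression · Signal – kinetic FluxOR thallium fluorescence, 10-s 1-Hz baseline, 110-s post-stimulus read · Compound – single concentration per compound, DMSO matched to controls · Schedule – 37 °C overnight plating, 90-min dark dye load, 20-min compound pretreatment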
KCNQ1 block: human KCNQ1 channel inhibition | P51787 | CHO-K1 KCNQ1, FluxOR thallium flux fluorescence; hits give high values | B-score at 10 µM | 1.3% of 310,000 active;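 active = compounds whose thallium flux B-score, printed positive for inhibition, exceeds three library SD while starting fluorescence stays within three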;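 also: channel opened by potassium depolarization with thallium stimulus after 20 min compound exposure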
TMEM16A inh: inhibitors of mouse TMEM16A calcium-activated chloride channel; 1.2% of 310,000 active; AID 588511; Q8BHY3; HEK293 TMEM16A/YFP iodide influx fluorescence, ionomycin; normalized B-score (activity score, 25-100; higher = stronger inhibition) at 10 µM;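 active = ratio plate-corrected score three or more library SD toward inhibition, starting fluorescence score within five deviations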;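 also: score derived from kinetic fluorescence span divided by baseline fluorescence per well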
RGS4 act: RGS4 potentiation or activation | 0.92% of 310,000 active | AID 463111 | B-score at 10 µM | HEK293 M3R/inducible RGS4, carbachol calcium flux Fluo4; hits give low values;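 active = B-score of the integrated calcium signal more than 4 SD below the library mean, with starting fluorescence not abnormally high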;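 also: negative B-score means reduced calcium response which marks RGS4 activation or potentiation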
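Test system: HEK293 cells with stable M3R and inducible RGS4; also added: carbachol at ECmax as muscarinic agonist stimulus; schedule: dye loading 30 min 37 °C, buffer rest 30 min RT; technique: kinetic calcium fluorescence imaging with Fluo4-AM dye, 2 µM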
KCNK3 block: human KCNK3 channel inhibition, primary screen | O14649 | CHO-KCNK3 thallium flux, FluxOR fluorescence; hits give low values | B-score at 10 µM | 0.84% of 340,000 active | AID 602410;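 active = B-score under library mean minus 4 SD, starting fluorescence ratio at most library mean plus 5 SD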;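 also: more negative B-score means stronger inhibition of thallium flux through KCNK3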
* = called active by the depositor; i = inactive; . = not tested or not shown.

Below each compound: hERG rescue	RGS4 inh	KCNK9 block	MrgX1 ag	MrgX1 allo act	ANO1 activ	KCNQ1 pot	KCNQ1 block	TMEM16A inh	RGS4 act	KCNK3 block
> COc1ccccc1N1CCN(C(=O)c2c(-c3ccccc3Cl)noc2C)CC1
  -17	i	i	i	i	i	i	i	i	i	i
> COc1ccc(C(=O)NC(C(=O)NCC2CCCO2)C(C)C)cc1 (configuration not stated)
  2	i	i	i	i	i	i	i	i	i	i
> Cc1ccc(SC(C)C(=O)Nc2ccccc2C(=O)N2CCOCC2)cc1 (configuration not stated)
  -7	i	i	i	i	i	i	i	i	i	i
> Cc1c(-c2ccc(Br)cc2)[n+](=O)c2c(n1[O-])CCCC2
  -18	i	i	i	i	i	i	i	i	i	i
> COc1ccc(-c2csc(NC(=O)c3ccc(N4C(=O)CCC4=O)cc3)n2)cc1
  -8	i	i	i	i	i	i	i	i	i	i
> COC(=O)C1CCN(c2cc(=O)n(C3CCCCC3)c(=O)[nH]2)CC1
  -1	i	i	i	i	i	i	i	i	i	i
> COc1ccc(S(=O)(=O)Nc2ccc(S(=O)(=O)N3CCOCC3)cc2)cc1
  -5	i	i	i	i	i	i	i	i	i	i
> O=S(=O)(c1cccs1)N1CCC2(CC1)OCCO2
  -12	i	i	i	i	i	i	i	i	i	i
> CC(C)c1ccc(N(CC(=O)NCC2CCCO2)C(=O)Cn2nnc(-c3cccs3)n2)cc1 (configuration not stated)
  -22	i	i	i	i	i	i	i	i	i	i
> CC1=C(C)C(=O)N(c2ccccn2)C1=O
  .	.	.	i	i	i	.	.	i	.	i
> COc1ccc(-n2c(=O)[nH]cc(C(=O)Nc3ccc4c(c3)OCCO4)c2=O)cc1
  -7	i	i	i	i	i	i	i	i	i	i
> Cc1cc([N+](=O)[O-])ccc1NC(=O)c1ccc(NC(=O)C(C)C)cc1
  -10	i	i	i	i	i	i	i	i	i	i
> Cc1cc(C)nc(NS(=O)(=O)c2ccc(NC(=O)CCN3C(=O)c4ccccc4C3=O)cc2)n1
  -14	i	i	i	i	i	i	i	i	i	i
> COc1ccc(NC(=O)C2CC(c3c(F)cccc3Cl)=NO2)cc1OC (configuration not stated)
  -1	i	i	i	i	i	i	i	i	i	i
> Cc1ccc(OCC(=O)NNC(=O)CCc2ccccc2)cc1
  -4	i	i	i	i	i	i	i	i	i	i
> CCc1nc2ccccc2[nH]1
  -5	i	i	i	i	i	i	i	i	i	i
> CC(C)=N/N=C(\c1cccc([N+](=O)[O-])c1)C12CN3CN(CN(C3)C1)C2
  -10	i	i	i	i	i	i	i	i	i	i
> Cc1cc(-c2nnc(-c3cc4ccccc4oc3=O)o2)c(C)n1-c1ccccc1
  -19	i	i	i	i	i	i	i	i	i	i
> CCOC(=O)c1c(NC(=O)CSc2nnnn2-c2ccc3c(c2)OCCO3)sc(C)c1C
  3	i	i	i	i	i	i	i	i	-9.5*	i
> c1ccc2c(c1)nc(N1CCOCC1)c1nncn12
  -3	i	i	i	i	i	i	i	i	i	i
> CCN1C(=O)N[C@@H](c2ccccc2)[C@H](C(=O)OC)[C@H]1C
  -9	i	i	i	i	i	i	i	i	i	i
> O=C(NNC(=O)c1cc(-c2ccncc2)nc2ccccc12)Nc1ccc(F)cc1
  -8	i	i	i	i	i	i	i	i	i	i
> C/C(=N\NC(=O)CCCC(=O)O)c1c(-c2ccccc2)c2cc(Cl)ccc2[nH]c1=O
  -12	i	i	i	i	i	i	i	i	i	i
> Cc1nnc2ccc(-c3cccc(NS(C)(=O)=O)c3)nn12
  -12	i	i	i	i	i	i	i	i	i	i
> CCN(CC)S(=O)(=O)c1ccc2oc(C(=O)NCC3COc4ccccc4O3)c(C)c2c1 (configuration not stated)
  -15	i	i	i	i	i	i	8*	i	i	i
> O=C(NN1CCCCC1)c1ccccc1
  -9	i	i	i	i	i	i	i	i	i	i
> CC(NC(=O)c1ccc(Br)o1)c1ccccc1 (configuration not stated)
  -15	i	i	i	i	i	i	i	i	i	i
> CCOc1ccc(NC(=O)c2cc(S(=O)(=O)N3CCOCC3)cn2C)cc1
  -6	i	i	i	i	i	i	i	i	i	i
> COc1ccc(S(=O)(=O)NC2CCCC2)cc1NC(C)=O
  -12	i	i	i	i	i	i	i	i	i	i
> COc1ccc(Cn2c(=O)[nH]c3cc(C(=O)NCCCOC(C)C)ccc3c2=O)cc1
  -5	i	i	i	i	i	i	i	i	i	i
> Cc1occc1C(=O)Nc1cccc(Cl)c1Cl
  -9	i	i	i	i	i	i	i	i	i	i
> Cc1ccc(N=C(NOC(=O)c2ccccc2)c2nonc2N)c(C)c1
  -10	i	i	i	i	i	i	i	i	i	i
> CSc1nc2ccc(NC(=O)c3c(F)cccc3F)cc2s1
  -20	i	i	i	i	i	i	i	i	i	i
> O=C(c1cccc2ccccc12)C1CCCN(C(=O)C2CCOCC2)C1 (configuration not stated)
  -4	i	i	i	i	i	i	i	i	i	i
> O=C(c1sc2ccccc2c1Cl)N1CCN(c2ccccn2)CC1
  -11	i	i	i	i	i	i	i	i	i	i
> Cc1ccn2c(Nc3ccccc3C)c(-c3ccncc3)nc2c1
  -9	i	i	i	i	i	i	i	i	i	i
> COc1cc2c(cc1OC)C(c1ccccc1)NC(C)(C)C2 (configuration not stated)
  0	i	i	i	i	i	i	i	i	i	i
> CC(Oc1ccc2c3c(c(=O)oc2c1)CCC3)C(=O)NCCN1CCOCC1 (configuration not stated)
  -4	i	i	i	i	i	i	i	i	i	i
> O=C(COC(=O)c1cccc(C(=O)OCC(=O)c2ccc(Br)cc2)n1)c1ccc(Br)cc1
  -2	i	i	i	i	i	i	i	i	i	i
> Cc1ccsc1/C=N/N=C1\C(=O)Nc2ccccc21
  -3	i	i	i	i	i	i	i	i	i	i
> CN(C)c1ccc(NS(=O)(=O)c2cccc(Cl)c2)cc1
  -6	i	i	i	i	i	i	i	i	i	i
> COC(=O)c1cnn(-c2ccccc2)c1N
  -12	i	i	i	i	i	i	i	i	i	i
> COc1ccccc1-c1c(C#N)c(N)nc2c1CCc1ccccc1-2
  -6	i	i	i	12*	i	i	i	i	-7.6*	i
> Cc1cc2c(cc1C)NC(c1ccccn1)C1=C(CC(C)(C)CC1=O)N2 (configuration not stated)
  -8	i	i	i	i	i	i	i	i	i	i
> O=C(Nc1ccc(Cc2ccncc2)cc1)C1CCC(N2C(=O)C3C4C=CC(C4)C3C2=O)CC1 (configuration not stated)
  -10	i	i	i	i	i	i	i	i	i	i
> COc1ccc(COc2ccccc2C(=O)NCc2ccccc2)cc1F
  -7	i	i	i	i	i	i	i	i	i	i
> O=C(CN1C(=O)NC2(CCCCC2)C1=O)Nc1ccc2c(c1)CCC2
  -3	i	i	i	i	i	i	i	i	i	i
> Cc1ccc(S(=O)(=O)c2ccc(Cl)cc2)cc1S(=O)(=O)NC(C(=O)O)C(C)C (configuration not stated)
  -8	i	i	i	i	i	i	i	i	i	i
> CCN1C(=S)N[C@@H](c2ccccc2)C(C(=O)OC)=C1C
  -8	i	i	i	i	i	i	i	i	i	i
> Cc1ccc(C)c(N2CC(C(=O)Nc3nccs3)CC2=O)c1 (configuration not stated)
  -6	i	i	i	i	i	i	i	i	i	i
> NC(=O)c1cc(-c2csc(-c3cccnc3)n2)ccc1O
  -10	i	i	i	i	i	i	i	i	i	i
> COc1ccc(OCC(=O)N2CCN(c3cccc(Cl)c3)CC2)cc1
  -4	i	i	i	i	i	i	i	i	i	i
> CN(C)CCCN(C(=O)c1sc2ccccc2c1Cl)c1nc2c(F)cccc2s1
  -26	i	i	i	i	i	i	i	i	i	i
> CCCCC(CC)CNC(=O)c1cc2ccccc2c(=O)o1 (configuration not stated)
  -6	i	i	i	i	i	i	i	i	i	i
> Cc1cc(C(F)(F)F)nn1CC(=O)N(C)C1CCCCC1
  -2	i	i	i	i	i	i	i	i	i	i
> O=C(Cn1c(=O)n2ncnc2c2c3c(sc21)CCCC3)c1ccccc1
  -9	i	i	i	i	i	i	i	i	i	i
> COc1ccc(-n2cc([N+](=O)[O-])c(=O)c3ccc(Cl)cc32)cc1
  -6	i	i	i	i	i	i	i	i	i	i
> CC(=O)N1CCN(C(=S)NC(=O)C23CC4CC(CC(C4)C2)C3)CC1
  -4	i	i	i	i	i	i	i	i	i	i
> Cc1cc(-c2ccccc2)nc(N(C)NC(=O)c2ccc(Cl)cc2)c1S(C)(=O)=O
  -4	i	i	i	i	i	i	i	i	i	i
> CCC(CC)C(=O)Nc1cccc(C(=O)Nc2nccs2)c1
  -9	i	i	i	i	i	i	i	i	i	i

Additional entries follow.
Below each compound: hERG rescue	RGS4 inh	KCNK9 block	MrgX1 ag	MrgX1 allo act	ANO1 activ	KCNQ1 pot	KCNQ1 block	TMEM16A inh	RGS4 act	KCNK3 block
> CCOc1ccccc1NC(=O)c1sc2nc(C)nc(N3CCOCC3)c2c1C
  -3	i	i	i	i	i	i	i	i	i	i
> COC(=O)CCn1c(C)cc(C(=O)COc2ccccc2C(N)=O)c1C
  0	i	i	i	i	i	i	i	i	i	i
> CCN(CC(=O)Nc1c(C(=O)OC)[nH]c2ccccc12)c1ccc2c(c1)OCO2
  -13	i	i	i	i	i	i	i	i	i	i
> CCN(CC)S(=O)(=O)c1ccc(N2CCN(c3ccccc3OC)CC2)c(N)c1
  -14	i	i	i	i	i	i	i	i	i	i
> CCC1CCCCN1CCCNC(=O)c1ccc(/C=C2/Sc3ccccc3NC2=O)cc1 (configuration not stated)
  -30	i	i	i	i	i	i	i	i	i	i
> COc1ccc(-c2cc(C(=O)O)c(C)o2)cc1OC
  -4	i	i	i	i	i	i	i	i	i	i
> COC(=O)/C=C/C(=O)N1CCN(c2ccccc2)CC1
  -6	i	i	i	i	i	i	i	i	i	i

A different layout for 2 compounds above.
> CCC1CCCCN1CCCNC(=O)c1ccc(/C=C2/Sc3ccccc3NC2=O)cc1 (configuration not stated)
  hERG rescue = -30 | RGS4 inh = i | KCNK9 block = i | MrgX1 ag = i | MrgX1 allo act = i | ANO1 activ = i | KCNQ1 pot = i | KCNQ1 block = i | TMEM16A inh = i | RGS4 act = i | KCNK3 block = i
> COc1ccc(-c2cc(C(=O)O)c(C)o2)cc1OC
  hERG rescue = -4 | RGS4 inh = i | KCNK9 block = i | MrgX1 ag = i | MrgX1 allo act = i | ANO1 activ = i | KCNQ1 pot = i | KCNQ1 block = i | TMEM16A inh = i | RGS4 act = i | KCNK3 block = i

From PubChem
